PLCb3 inh – inhibitors of human phospholipase C beta3. AID 720704. inhibition, % at 12.2 µM. Q01970. 0.18% of 370,000 active. Purified PLC-beta3, fluorogenic substrate, fluorescence; in the data active means inhibition above about 11%;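 further: 0% = median of compound wells on plate and 100% = full blocker control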
Tn6 DDE FP – inhibitors of Tn6 peptide binding to human fibrin DD(E); P02675; Fibrin DD(E) TRITC-Tn6 fluorescence polarization displacement; inhibition, % at 8.3 µM; 0.21% of 370,000 active;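 active means inhibition above a per-campaign cutoff: mean of compounds within control limits plus 3 SD, cut at about 15% in these data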;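 further: 0% = median of all compound wells on the plate and 100% = blocking peptide control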
ARFGAP1 inh – inhibits rat ARF GTPase activating protein 1 | Q62848 | Arfgap1-stimulated ARF1 GTP hydrolysis, GDP FP detection | inhibition, % at 16.5 µM | 0.26% of 360,000 active;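 active means inhibition above a per-plate limit, mean inhibition of low control wells plus 3 SD, cut at about 25% in these data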;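 further: 0% = DMSO wells with enzyme and 100% = wells lacking Arfgap1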
Target sequence (Q62848 1-136 limits assumed): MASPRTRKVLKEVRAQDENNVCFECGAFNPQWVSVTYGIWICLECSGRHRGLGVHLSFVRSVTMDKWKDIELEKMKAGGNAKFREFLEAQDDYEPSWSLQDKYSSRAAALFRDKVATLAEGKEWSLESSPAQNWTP
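System: truncated rat Arfgap1 GAP domain / Medium: HEPES-based buffer, pH 7.5 / Also added: N-terminally truncated human ARF1-GTP substrate / Incubation: enzyme reaction 120 min at 25 °C after 20 min preincubation / Measured by: FP of antibody-bound GDP Alexa 633 tracer, ex 620/em 688 nm / Replicates: singlicate, each compound tested once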
MBD2 DNA inh – inhibitors of human MBD2 binding to methylated oligonucleotide; TR-FRET; AID 686964; inhibition, % at 4.4 µM; 0.31% of 370,000 active; Q9UBB5; in the data active means inhibition above about 13%
DDE Tn7 FP inh – inhibitors of Tn7 peptide binding to human fibrin DD(E); FP displacement of FITC-Tn7 peptide from fibrin DD(E); 0% = median of compound wells per plate; inhibition, % at 8.3 µM; AID 720508; 0.13% of 370,000 active; P02675;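 active means inhibition above the mean of compounds falling within the control limits plus 3 SD of them, cut at about 14% in these data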;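 further: 0% = plate median of compound wells and 100% = 10 µM Aha-Tn7 peptide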
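system = human fibrin DD(E) protein | quantity = DD(E) 2 µM final | medium = Tris/NaCl/CaCl2 buffer, pH 7.8 | also added = labelled Tn7 tracer, 0.1 µM | compound dosing = single point at 8.3 µM | timing = compound with protein 10 min, then 3 h after probe, room temperature | signal = FP measurement | benchmarks = Aha-Tn7 high control | repeats = one replicate per compound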
ADAM17 inh – inhibitors of human ADAM17; AID 720648; recombinant ADAM17, EDANS/DABCYL FRET peptide cleavage; P78536; 0.83% of 370,000 active; inhibition, % at 6.95 µM;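 active means inhibition above the mean of compounds lying between control limits plus 3 SD, set per campaign, cut at about 8.5% in these data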;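 further: 0% = DMSO-only wells as the low control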
UHRF1 binding – blocks human UHRF1 binding to methylated DNA. UHRF1 binding to methylated oligo, TR-FRET. inhibition, % at 4.4 µM. Q96T88. 0.75% of 370,000 active; in the data active means inhibition above about 21%;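 further: UHRF1 SRA domain binding a hemimethylated CpG hairpin DNA probe; 0% = median of test compound wells and 100% = reference inhibitor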
Target sequence (Q96T88 whole entry, looked up, the tested form may be a part): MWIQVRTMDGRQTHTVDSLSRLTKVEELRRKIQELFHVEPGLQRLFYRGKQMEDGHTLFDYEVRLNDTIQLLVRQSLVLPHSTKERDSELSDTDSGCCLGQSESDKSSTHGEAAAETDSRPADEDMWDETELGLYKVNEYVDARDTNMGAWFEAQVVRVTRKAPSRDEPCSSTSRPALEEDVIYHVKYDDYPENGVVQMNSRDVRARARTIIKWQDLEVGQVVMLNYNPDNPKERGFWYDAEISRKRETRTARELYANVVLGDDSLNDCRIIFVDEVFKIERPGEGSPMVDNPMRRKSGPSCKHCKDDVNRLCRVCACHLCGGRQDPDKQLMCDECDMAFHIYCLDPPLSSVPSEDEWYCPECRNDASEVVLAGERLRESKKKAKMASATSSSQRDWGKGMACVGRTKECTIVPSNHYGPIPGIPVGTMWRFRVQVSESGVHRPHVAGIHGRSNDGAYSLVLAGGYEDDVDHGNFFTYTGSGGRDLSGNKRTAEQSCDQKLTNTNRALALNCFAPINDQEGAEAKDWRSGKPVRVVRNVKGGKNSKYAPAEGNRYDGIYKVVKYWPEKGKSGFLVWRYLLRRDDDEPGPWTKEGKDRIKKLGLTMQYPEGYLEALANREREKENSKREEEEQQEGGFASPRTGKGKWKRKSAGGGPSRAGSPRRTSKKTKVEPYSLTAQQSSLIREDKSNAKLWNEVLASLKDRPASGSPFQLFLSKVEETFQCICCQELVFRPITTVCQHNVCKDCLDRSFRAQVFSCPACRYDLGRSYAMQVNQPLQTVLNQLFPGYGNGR
PLCg1 inh – blocks human PLC-gamma1 enzyme activity. P19174. purified PLC-gamma1, fluorogenic substrate, fluorescence. inhibition, % at 12.2 µM. 0.84% of 370,000 active. AID 720700; in the data active means inhibition above about 9.5%
ASAP1 inh – inhibitors of human ASAP1 ArfGAP activity | Q9ULH1 | ASAP1-stimulated ARF1 GTP hydrolysis, GDP FP detection | inhibition, % at 16.5 µM | 0.19% of 360,000 active; in the data active means inhibition above about 25%;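 further: 0% = vehicle with enzyme and substrate and 100% = no enzyme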
proKLK7 act – activators of human kallikrein-7 zymogen. activation, % at 7 µM. P49862. 0.9% of 370,000 active. purified proKLK7, EDANS-DABCYL substrate fluorescence; 100% is mature enzyme control, 0% vehicle;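 active means activation above the mean of all tested compounds plus 3 SD, computed per campaign excluding outliers beyond control limits, cut at about 13% in these data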
Numbers without * were called inactive. Compounds as they come, and some 4.1% of all compounds hit somewhere here.

`COc1ccc(C(=O)NC[C@H]2O[C@@H](n3cnc4c(N)ncnc43)[C@H](O)[C@@H]2O)cc1OC` gave PLCb3 inh -0.6, Tn6 DDE FP -4.9, ARFGAP1 inh 8.6, MBD2 DNA inh 1.3, DDE Tn7 FP inh -0.6, ADAM17 inh -1.3, UHRF1 binding 1.3, PLCg1 inh -1.0, ASAP1 inh 10.4 and proKLK7 act -0.1.
O=C(/C=C/c1ccc(Cl)cc1)N1CCN(Cc2ccccc2)CC1 was read as PLCb3 inh 1.2, Tn6 DDE FP 0.6, ARFGAP1 inh 4.1, MBD2 DNA inh -2.8, DDE Tn7 FP inh 0.1, ADAM17 inh -0.3, UHRF1 binding 1.3, PLCg1 inh 3.5, ASAP1 inh -4.1 and proKLK7 act 0.1.
`Cc1ccc(-c2[nH]nc(N)c2N=Nc2cccc(Cl)c2C)cc1` gave PLCb3 inh 1.4, Tn6 DDE FP 17.5*, ARFGAP1 inh 6.3, MBD2 DNA inh 0.0, DDE Tn7 FP inh 6.3, ADAM17 inh 4.4, UHRF1 binding -3.7, PLCg1 inh 3.5, ASAP1 inh 2.3 and proKLK7 act 0.5.
For Cc1cc2nc(CN(C)C(=O)C3CCC(=O)N(C4CCCC4)C3)[nH]c2cc1C (configuration not stated) the results were PLCb3 inh -3.1, Tn6 DDE FP -3.6, ARFGAP1 inh -3.2, MBD2 DNA inh 3.5, DDE Tn7 FP inh 2.5, ADAM17 inh -4.5, UHRF1 binding 2.8, PLCg1 inh -1.0, ASAP1 inh -18.1 and proKLK7 act -0.4.
CN1c2ccc([N+](=O)[O-])cc2C(C)(C)C12C=Cc1cc(C(=O)O)ccc1O2 (configuration not stated) was read as PLCb3 inh -19.8, Tn6 DDE FP 1.8, ARFGAP1 inh -0.3, MBD2 DNA inh 0.0, DDE Tn7 FP inh 8.8, ADAM17 inh -1.1, UHRF1 binding -3.9, PLCg1 inh -5.7, ASAP1 inh -0.8 and proKLK7 act -1.3.
`O=C(NCc1ccccc1F)c1cccc(S(=O)(=O)N2CCCCCC2)c1` gave PLCb3 inh -0.6, Tn6 DDE FP 12.3, ARFGAP1 inh 6.5, MBD2 DNA inh -4.3, DDE Tn7 FP inh -0.4, ADAM17 inh 1.5, UHRF1 binding 14.8, PLCg1 inh -1.5, ASAP1 inh -10.0 and proKLK7 act -0.1.
Screening O=C(COC(=O)c1ccco1)NC1CCCc2ccccc21 (configuration not stated) returned PLCb3 inh 2.0, Tn6 DDE FP 4.7, ARFGAP1 inh 3.4, MBD2 DNA inh 0.2, DDE Tn7 FP inh -0.1, ADAM17 inh 2.0, UHRF1 binding 0.7, PLCg1 inh 0.0, ASAP1 inh 7.9 and proKLK7 act 0.7.
For CCOC(=O)N1CCN(c2ncnc3c2cnn3-c2ccc(Cl)cc2)CC1 the results were PLCb3 inh 5.2, Tn6 DDE FP 3.1, ARFGAP1 inh 2.8, MBD2 DNA inh -2.0, DDE Tn7 FP inh 1.9, ADAM17 inh -0.4, UHRF1 binding -1.2, PLCg1 inh 3.9, ASAP1 inh 1.4 and proKLK7 act 0.7.
`CN(CC(=O)NC1CCCc2ccccc21)S(=O)(=O)c1cccs1` (configuration not stated) gave PLCb3 inh 0.7, Tn6 DDE FP -0.2, ARFGAP1 inh 1.0, MBD2 DNA inh 4.0, DDE Tn7 FP inh 2.6, ADAM17 inh -3.2, UHRF1 binding 0.8, PLCg1 inh -1.1, ASAP1 inh 8.3 and proKLK7 act -0.1.
`N/C(=N\OC(=O)c1ccc(Cl)c([N+](=O)[O-])c1)c1ccccn1` gave PLCb3 inh -2.9, Tn6 DDE FP -2.9, ARFGAP1 inh -15.2, MBD2 DNA inh -1.7, DDE Tn7 FP inh 4.8, ADAM17 inh 1.0, UHRF1 binding -1.7, PLCg1 inh -0.4, ASAP1 inh 8.4 and proKLK7 act 0.3.
Screening CC(/C=C/c1ccccc1)=N/NC(=O)Cn1nnc(N)n1 returned PLCb3 inh -5.5, Tn6 DDE FP -0.5, ARFGAP1 inh -3.2, MBD2 DNA inh -6.6, DDE Tn7 FP inh 0.7, ADAM17 inh -5.0, UHRF1 binding 0.8, PLCg1 inh 0.1, ASAP1 inh -7.0 and proKLK7 act -0.5.
Screening CC(C)N(Cc1nccn1C)C(=O)c1cc(COc2cccc(C(F)(F)F)c2)on1 returned PLCb3 inh -3.9, Tn6 DDE FP 6.5, ARFGAP1 inh -3.4, MBD2 DNA inh 0.5, DDE Tn7 FP inh 2.1, ADAM17 inh -3.4, UHRF1 binding 0.3, PLCg1 inh 0.1, ASAP1 inh -0.5 and proKLK7 act 0.6.
Screening CCc1ccc(NC(=O)Cn2nnc(C(=O)NCc3ccc4c(c3)OCO4)c2N)cc1 returned PLCb3 inh -5.1, Tn6 DDE FP -2.3, ARFGAP1 inh 2.5, MBD2 DNA inh 1.9, DDE Tn7 FP inh -3.5, ADAM17 inh -1.6, UHRF1 binding 3.6, PLCg1 inh 4.0, ASAP1 inh -27.6 and proKLK7 act 0.2.
`CCOc1ccccc1NC(=O)CCN(c1ccc(C)cc1)S(=O)(=O)c1ccccc1` gave PLCb3 inh -0.4, Tn6 DDE FP -10.1, ARFGAP1 inh -3.1, MBD2 DNA inh 2.0, DDE Tn7 FP inh -1.9, ADAM17 inh 0.3, UHRF1 binding 0.6, PLCg1 inh -3.5, ASAP1 inh 12.3 and proKLK7 act -0.3.
Screening COC(=O)C1=C(C)NC=C([N+](=O)[O-])C1c1ccc(OC)cc1 (configuration not stated) returned PLCb3 inh -11.4, Tn6 DDE FP -3.4, ARFGAP1 inh -0.1, MBD2 DNA inh -8.6, DDE Tn7 FP inh 1.6, ADAM17 inh -2.0, UHRF1 binding -6.9, PLCg1 inh -15.4, ASAP1 inh 9.0 and proKLK7 act 0.4.
`Cc1ccc(C(=O)Nc2ccccc2C(=O)O)cc1S(=O)(=O)Nc1ccccc1` gave PLCb3 inh -14.8, Tn6 DDE FP -3.1, ARFGAP1 inh 3.8, MBD2 DNA inh 2.2, DDE Tn7 FP inh 10.1, ADAM17 inh -5.4, UHRF1 binding 1.8, PLCg1 inh -1.7, ASAP1 inh 6.1 and proKLK7 act -0.1.
For Cc1cc(NC(=O)COc2cccnc2[N+](=O)[O-])no1 the results were PLCb3 inh -9.1, Tn6 DDE FP 0.8, ARFGAP1 inh 12.9, MBD2 DNA inh 3.3, DDE Tn7 FP inh 5.7, ADAM17 inh -4.3, UHRF1 binding 2.0, PLCg1 inh -1.5, ASAP1 inh 9.2 and proKLK7 act -0.2.
O=C(Cn1nc(Cc2cccnc2)c2ccccc2c1=O)N1CCN(C(=O)c2ccco2)CC1 was read as PLCb3 inh -1.3, Tn6 DDE FP 0.0, ARFGAP1 inh 9.1, MBD2 DNA inh -1.0, DDE Tn7 FP inh 1.8, ADAM17 inh 1.5, UHRF1 binding 4.9, PLCg1 inh 4.1, ASAP1 inh 1.9 and proKLK7 act 0.0.
For O=C(c1ccc(Cl)c([N+](=O)[O-])c1)N1CCN(c2ccccn2)CC1 the results were PLCb3 inh 1.1, Tn6 DDE FP 3.6, ARFGAP1 inh -3.3, MBD2 DNA inh -0.5, DDE Tn7 FP inh 0.2, ADAM17 inh 1.3, UHRF1 binding -0.1, PLCg1 inh -2.2, ASAP1 inh -13.9 and proKLK7 act -0.2.
For CCOc1cc(N2CCOCC2)c(OCC)cc1NC(=O)[C@H](C)NC(=O)c1ccco1 the results were PLCb3 inh 3.6, Tn6 DDE FP -12.0, ARFGAP1 inh 1.5, MBD2 DNA inh 8.4, DDE Tn7 FP inh -0.3, ADAM17 inh -5.2, UHRF1 binding 6.1, PLCg1 inh 8.0, ASAP1 inh 0.7 and proKLK7 act -0.3.

Five compounds from above, arranged by molar mass, falling.
O=C(Cn1nc(Cc2cccnc2)c2ccccc2c1=O)N1CCN(C(=O)c2ccco2)CC1 was read as PLCb3 inh -1.3, Tn6 DDE FP 0.0, ARFGAP1 inh 9.1, MBD2 DNA inh -1.0, DDE Tn7 FP inh 1.8, ADAM17 inh 1.5, UHRF1 binding 4.9, PLCg1 inh 4.1, ASAP1 inh 1.9 and proKLK7 act 0.0.
For CCOc1cc(N2CCOCC2)c(OCC)cc1NC(=O)[C@H](C)NC(=O)c1ccco1 the results were PLCb3 inh 3.6, Tn6 DDE FP -12.0, ARFGAP1 inh 1.5, MBD2 DNA inh 8.4, DDE Tn7 FP inh -0.3, ADAM17 inh -5.2, UHRF1 binding 6.1, PLCg1 inh 8.0, ASAP1 inh 0.7 and proKLK7 act -0.3.
`Cc1ccc(C(=O)Nc2ccccc2C(=O)O)cc1S(=O)(=O)Nc1ccccc1` gave PLCb3 inh -14.8, Tn6 DDE FP -3.1, ARFGAP1 inh 3.8, MBD2 DNA inh 2.2, DDE Tn7 FP inh 10.1, ADAM17 inh -5.4, UHRF1 binding 1.8, PLCg1 inh -1.7, ASAP1 inh 6.1 and proKLK7 act -0.1.
For O=C(c1ccc(Cl)c([N+](=O)[O-])c1)N1CCN(c2ccccn2)CC1 the results were PLCb3 inh 1.1, Tn6 DDE FP 3.6, ARFGAP1 inh -3.3, MBD2 DNA inh -0.5, DDE Tn7 FP inh 0.2, ADAM17 inh 1.3, UHRF1 binding -0.1, PLCg1 inh -2.2, ASAP1 inh -13.9 and proKLK7 act -0.2.
Screening COC(=O)C1=C(C)NC=C([N+](=O)[O-])C1c1ccc(OC)cc1 (configuration not stated) returned PLCb3 inh -11.4, Tn6 DDE FP -3.4, ARFGAP1 inh -0.1, MBD2 DNA inh -8.6, DDE Tn7 FP inh 1.6, ADAM17 inh -2.0, UHRF1 binding -6.9, PLCg1 inh -15.4, ASAP1 inh 9.0 and proKLK7 act 0.4.

High-throughput results deposited in PubChem by The Scripps Research Institute Molecular Screening Center.
